# Screening results from PubChem.
# ALOX12 inh: inhibitors of human 12S-lipoxygenase ALOX12 | P18054 | purified 12hLO, xylenol orange hydroperoxide absorbance | Potency, µM (doses to about 108 µM), for inactives: at the top dose activity change, negative = inhibition, actives largely listed as inhibitors | actives 1.1% (n = 580,000) | AID 1671190; note: % is set by controls: 0 for no effect and ±100 for the full control effect
#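 Purified human 12hLO (150 nM final) in 25 mM Hepes, 0.01% Triton X-100, pH 7.0 was preincubated 15 min at room temperature with compound. Then 40 uM arachidonic acid was added, 30 min. Hydroperoxide was read by Fe-XO absorbance ratio 573/405 nm.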
# PGK inhibitor: T. brucei PGK inhibition | actives 0.043% (n = 380,000) | P07378 | PGK/GAPDH coupled, Kinase-Glo luminescence, 60 min | Potency, µM (highest dose often 57.5 µM), without a hit: top-dose activity change, negative = inhibition, hits mostly inhibitors | AID 602233; note: % is set by controls: 0 for no effect and ±100 for the full control effect; nearly all actives have a fitted effect of over 60% in size
# Target sequence (P07378 whole entry, looked up): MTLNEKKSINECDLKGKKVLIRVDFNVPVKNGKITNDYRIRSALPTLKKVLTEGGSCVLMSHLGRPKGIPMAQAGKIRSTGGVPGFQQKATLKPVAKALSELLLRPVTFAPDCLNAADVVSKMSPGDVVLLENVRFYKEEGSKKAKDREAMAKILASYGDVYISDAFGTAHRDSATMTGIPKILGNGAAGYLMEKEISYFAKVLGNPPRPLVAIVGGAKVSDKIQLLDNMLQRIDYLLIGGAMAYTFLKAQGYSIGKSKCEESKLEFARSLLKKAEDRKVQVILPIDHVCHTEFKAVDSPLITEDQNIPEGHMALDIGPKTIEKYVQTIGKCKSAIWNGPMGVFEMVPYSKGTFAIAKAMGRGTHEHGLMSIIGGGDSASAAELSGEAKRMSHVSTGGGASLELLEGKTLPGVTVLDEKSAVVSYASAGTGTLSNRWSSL
#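 Recombinant glycosomal PGK reaction used 1,3-bisphosphoglycerate generated in-well by GAPDH (100nM final) in 100mM TEA pH 7.6, 5mM MgCl2, 0.01% Tween-20. After 60 minutes at room temperature, ATP was read by Kinase-Glo Plus luminescence end-point.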
# JMJD2A Tudor: inhibitors of human JMJD2A Tudor domain; O75164; AlphaScreen JMJD2A-Tudor / H3K4me3 peptide binding; Potency, µM (highest dose often 114 µM), for inactives: at the top dose activity change, negative = inhibition, most hits filed as inhibitors; actives 4.4% (n = 390,000); AID 504339; note: % is set by controls: 0 for no effect and ±100 for the full control effect; nearly all actives have a fitted effect of over 50% in size
# Pin1 inhibitor: inhibitors of human Pin1; Pin1 FP peptide displacement, HiFluor488, 10 min; Potency, µM (titrated, usually from 115 µM), without a hit: at the highest dose activity, negative = inhibition, usual class: inhibitors; actives 0.009% (n = 390,000); AID 504891; active = well fitted inhibition curve with a large enough effect in the polarisation, with a control signal flat, not every such curve was filed as active; inconclusive = small, poorly fitted or top-dose-only effect, or effect the other way, or a change in a side signal; inactive = no such curve, though single readings can be large or run the other way; the % refers to the polarisation; note: % is set by controls: 0 for no effect and ±100 for the full control effect
# ERG-DNA inh: ERG Ets/DNA interaction inhibition | fluorescence polarization, His-ERG Ets domain / labelled DNA | Potency, µM (titrated, usually from 76.9 µM), for the others: top-dose FP activity, negative = inhibition, actives largely listed as inhibitors | actives 0.028% (n = 370,000); active = well fitted inhibition curve with a large enough effect in the polarisation, with a control signal flat; inconclusive = small, poorly fitted or top-dose-only effect, or effect the other way, or a change in a side signal; inactive = no such curve, though single readings can be large or run the other way; the % refers to the polarisation;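 note: polarization taken with two DNA probes labelled with fluorescein and Texas red; % of control where 0% means no effect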
# Target sequence (P11308 whole entry, looked up, the tested form may be a part): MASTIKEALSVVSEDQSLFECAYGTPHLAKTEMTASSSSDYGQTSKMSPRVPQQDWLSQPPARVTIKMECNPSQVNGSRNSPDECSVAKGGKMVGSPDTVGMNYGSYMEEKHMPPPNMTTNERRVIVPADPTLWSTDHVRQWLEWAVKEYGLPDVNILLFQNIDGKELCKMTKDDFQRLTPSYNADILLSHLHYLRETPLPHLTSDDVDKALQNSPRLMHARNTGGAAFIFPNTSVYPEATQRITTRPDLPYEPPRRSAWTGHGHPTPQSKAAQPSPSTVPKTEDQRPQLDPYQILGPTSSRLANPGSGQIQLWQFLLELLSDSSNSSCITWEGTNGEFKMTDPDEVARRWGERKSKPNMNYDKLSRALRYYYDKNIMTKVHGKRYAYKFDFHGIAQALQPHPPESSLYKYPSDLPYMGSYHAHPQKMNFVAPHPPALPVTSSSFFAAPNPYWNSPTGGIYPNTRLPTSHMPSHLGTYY
#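 His-tagged ERG Ets domain (1 uM in the protein solution; 300mM KCl, 50mM Tris-HCl, 1mM EDTA, 1mM DTT, pH 7.5) received compound, then a probe mix of 5 nM fluorescein-DNA and 100nM Texas-615-DNA. Fluorescence polarization was read for both dyes.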
# GLS inhibitor: inhibitors of human glutaminase (GLS); GLS enzymatic activity, qHTS titration; Potency, µM (series often up to 45.5 µM), inactives show top-dose activity change, negative = inhibition, most hits filed as inhibitors; actives 0.21% (n = 410,000); AID 624170; note: % is set by controls: 0 for no effect and ±100 for the full control effect
#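 hKGA in 45 mM KH2PO4 pH 8.2, 0.02% Tween-20 with pin-transferred compounds; 1 mM L-glutamine (stock) plus glutamate oxidase/HRP/Amplex Red coupling added. Fluorescence read initially and after 30 min at RT.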
# TrxR1 inh: rat TrxR1 inhibition; O89049; Potency, µM (titrated, usually from 114 µM), for the others: at the highest dose activity change, negative = inhibition, usual class: inhibitors; actives 1% (n = 390,000); recombinant rTrxR1, NADPH fluorescence consumption, selenite substrate; note: % is set by controls: 0 for no effect and ±100 for the full control effect; nearly all actives have a fitted effect of over 65% in size
#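 Rat TrxR1 (90 nM in the dispensed reagent) was pre-reduced with 400 uM NADPH for 5 min at room temperature, then incubated with compound for 15 min. After 400 uM selenite was added, NADPH fluorescence (Ex 340/Em 450 nm) was followed for 8 min.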
# HP1b chromo inh: HP1-beta chromodomain-methylated histone interaction inhibition; P83916; AlphaScreen HP1-beta / biotin-H3K9me3 peptide binding; Potency, µM (titrated, usually from 114 µM), for the others: top-dose activity change, negative = inhibition, most hits filed as inhibitors; actives 0.56% (n = 390,000); note: nearly all actives have a fitted effect of over 70% in size; inactives centre near 23
# Target sequence (P83916 whole entry, looked up): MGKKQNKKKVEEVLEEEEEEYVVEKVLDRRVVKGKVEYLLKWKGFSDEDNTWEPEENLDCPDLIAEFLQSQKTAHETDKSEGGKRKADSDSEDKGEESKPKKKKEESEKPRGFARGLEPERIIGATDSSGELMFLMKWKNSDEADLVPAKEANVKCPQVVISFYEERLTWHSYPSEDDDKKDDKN
#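 AlphaScreen: HP1-beta (50 nM) preformed 30 min with biotin-H3(1-18)K9me3 peptide (50 nM) in PBS pH 7.4, 0.01% Tween-20. Compound added for 30 min at RT, then streptavidin donor/nickel chelate acceptor beads (10 ug/mL) for 30 min.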
# RGS4 inh: human RGS4 inhibition; P49798; Transcreener GDP fluorescence polarization, RGS4-accelerated GTP hydrolysis; Potency, µM (series often up to 114 µM), for inactives: at the highest dose activity change, negative = inhibition, most hits filed as inhibitors; actives 0.039% (n = 390,000); AID 504845; note: % is set by controls: 0 for no effect and ±100 for the full control effect; nearly all actives have a fitted effect of over 75% in size; some results filed as inactive show a strong effect at the top dose
#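 MLSMR compounds (23 nl, pin-transferred) preincubated 10 min at room temperature with a 500nM (2x) first reagent, then RGS4 at 900nM (2x) plus Transcreener GDP mix added; fluorescence polarization (620/688 nm) read before and after 90 min at 30 °C.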
# Active calls of the source: *; i = inactive; ? = inconclusive; / = no result given; [ ] = remark or other dose. Unless noted, calls come from the whole dose curve; as a rule, active = well fitted curve in the direction sought with a large enough effect; inconclusive = small, poorly fitted or top-dose-only effect, or another doubt; inactive = no such curve, though single readings can be large; an effect the other way counts as inactive or inconclusive. Potency is the fitted concentration of half-maximal effect. An excerpt; count on the stated rates, not on these rows.
# Every second line gives: ALOX12 inh | PGK inhibitor | JMJD2A Tudor | Pin1 inhibitor | ERG-DNA inh | GLS inhibitor | TrxR1 inh | HP1b chromo inh | RGS4 inh
COc1ccc(C2c3[nH]c4ccccc4c3C[C@H]3C(=O)N(c4ccccc4C(=O)N4CCC[C@H]4C(=O)O)C(=O)N23)cc1 (stereo partly specified)
    ? | i | -25% | -20% | 6% | 10% | 4% | 19% | -5%
Cc1ccc(N2CCN(c3ccc(NCc4nc5ccccc5n4C)cc3)CC2)cc1
    -21% | -1% | ? | -18% | -18% | 37% | -2% | ? | 2%
CCc1ccc(NC(=O)Cn2c(=O)n(-c3ccc(OC)cc3)c(=O)c3ccc(C(=O)NCc4ccc(C)cc4)cc32)cc1
    ? | 3% | -4% | 32%[activator] | 5% | -4% | 25% | 60%[activator] | -10%
COc1ccc(CCNC(=O)c2ccc(SC)cc2OC)cc1
    -12% | 5% | 2% | 3% | 4% | 0% | 16%[57.1 µM] | 60%[activator] | -29%
Cc1ccc(C)c(OCC(=O)Nc2ccc(S(=O)(=O)Nc3ccccn3)cc2)c1C
    11% | 2% | -21% | 16% | -1% | 12% | 17% | 9% | -13%
CC1(OC(=O)CCc2ccccc2)C(=O)C=C2C=C(c3ccc(C#N)cc3)N(C3CCCC3)C=C2C1=O (stereo unspecified)
    ? | 0% | ? | -11% | -5% | 0% | -20% | -11% | -3%
COCCn1c(N)c(Sc2ccc(Cl)cc2)c(=O)[nH]c1=O
    5% | 2% | 1% | 0% | -7% | -1% | 16% | 20% | 6%
O=C1C2CCCCN2C(=O)N1CCCCN1CCN(c2cccc(C(F)(F)F)c2)CC1 (stereo unspecified)
    -8% | 3% | -10% | 2% | 27% | 15% | 14% | 25% | 8%
Cc1[nH]c2ccccc2c1C(=O)C(=O)NCCC1=CCCCC1
    7% | 4% | -18% | -1% | -8% | 8% | -5% | -3% | -13%
Cc1ccn2cc(C(=O)Nc3nnc(C)s3)nc2c1
    4% | 6% | -17% | -2% | / | 8% | 5% | 40%[activator] | -4%
C=CCSc1nc(=O)n2cccc(C)c2n1
    -7% | i | -10% | -3% | -6% | 6% | 11%[57.1 µM] | 12% | -31%
Cn1cnnc1SCC(=O)NC1CCCN(Cc2ccc(Cl)cc2)C1 (stereo unspecified)
    0% | -1% | -10% | 6% | -7% | 6% | -13% | 16% | 3%
CCC(C)(C(=O)NC1CCCCC1)N(Cc1ccco1)C(=O)Cc1cccs1 (stereo unspecified)
    0% | -9% | -7% | -2% | 0% | -3% | 5%[57.1 µM] | 17% | -28%
O=C(C[n+]1ccccc1)N/N=C/c1ccc(O)cc1
    3% | -3% | ? | 1% | -18% | 31%[activator] | 12%[57.1 µM] | -7% | -44%
CC1=NN(c2ccccc2)C(=O)C1C(=O)c1ccccc1 (stereo unspecified)
    -36% | i | ? | 23% | -5% | 15% | -20% | 0% | 3%
CCOc1ccccc1NC(=O)C(CC(C)C)NS(=O)(=O)c1ccc2c(c1)CCN2C(C)=O (stereo unspecified)
    1% | -7% | -16% | 4% | -1% | -4% | 29% | -1% | -6%
O=C(CN1C(=O)CCS(=O)(=O)c2ccccc21)Nc1ccc(F)cc1
    -2% | -5% | -9% | 2% | 4% | -1% | 8% | 16% | 3%
CC(=O)c1nn(-c2ccc(OC(F)(F)F)cc2)nc1Nc1ccccc1
    0% | -2% | -4% | 2% | -1% | -1% | 21% | 37% | -6%
Cc1ccc(-c2nnn(CC(=O)N(c3ccc(F)cc3)C(C(=O)NC3CCCC3)c3ccncc3)n2)o1 (stereo unspecified)
    23% | i | 3% | 6% | 14% | 0% | 46%[activator] | 10% | -2%
CCNC(=O)NC(=O)COC(=O)C1CSC2(C)CCC(=O)N12 (stereo unspecified)
    -1% | i | -1% | -5% | 16% | -1% | 17% | 42%[activator] | -10%
O=C(NCc1cccnc1)C(=O)NCC1CCCO1 (stereo unspecified)
    -2% | -1% | -6% | -3% | 19% | 0% | 19%[57.1 µM] | 10% | 15%
O=C(NCCCn1ccnc1)C(=O)NCc1ccc(Cl)cc1
    0% | -2% | -3% | -7% | -2% | 9% | 16% | 59%[activator] | 17%
CCOC(=O)/C(C#N)=C1/C=CN(C)C=N1
    -5% | -1% | -14% | -6% | 0% | -4% | -12% | 16% | 25%
Cc1ccc(NC2=C(NC(=O)c3ccccc3)C(=O)c3ccccc3C2=O)cc1Cl
    ? | i | 14µM* | -4% | 7% | 15% | 1.6µM* | 45µM* | ?
COc1ccccc1OC(=O)Nc1ccc(Cl)cc1
    9% | i | -6% | -3% | 0% | 9% | 2% | 16% | 9%
O=C(Nc1nc(-c2cccc(Br)c2)cs1)Oc1ccccc1
    1%[57.4 µM] | 7% | -32% | 1% | / | 22% | 8% | -12% | 3%
COc1ccccc1N1CCN(CCN2C(=O)CC(=C3c4ccccc4-c4ccccc43)C2=O)CC1
    / | -8% | 32µM* | -3% | -1% | 8% | -18% | -15% | 2%
Cc1ccc(C(=O)COC(=O)c2ccc(Br)o2)cc1C
    0% | 6% | 38%[activator] | 71%[activator] | -6% | -4% | 15%[57.1 µM] | 106%[activator] | -9%
O=C(Cn1c(C(=O)N2CCc3ccccc3C2)cc2sccc21)c1ccccc1
    12% | i | -17% | 27% | 5% | -1% | 7% | 8% | -20%
O=C(Cn1c(=O)n(-c2ccccc2)c(=O)c2ccc(C(=O)NCc3ccc4c(c3)OCO4)cc21)Nc1ccc(Br)cc1F
    ? | i | 6% | 12% | 0% | -5% | 7% | 35% | 7%
N#CC(=C(c1ccccc1)c1ccccc1)c1ccccc1
    11% | 8% | -3% | -3% | 2% | 18% | 14%[11.4 µM] | 65%[activator] | 4%
CC1CCC(NC(=O)CN(C)S(=O)(=O)c2ccc3c(c2)CCC(=O)N3)CC1 (stereo unspecified)
    0% | -9% | -14% | 3% | -3% | -11% | 12% | 29% | -7%
CC(NC(=O)c1ccco1)c1ccc2c(c1)OCO2 (stereo unspecified)
    -1% | 0% | 11% | 0% | 0% | 6% | 10% | 19% | 11%
C[C@@H]1C2CC(C/C2=N\NC(=O)c2ccncc2)C1(C)C (stereo partly specified)
    10% | i | 16% | 2% | -2% | 10% | 29% | 26% | 32%
O=S(=O)(c1ccccc1)c1nnn2c1nc(NCc1ccc(F)cc1)c1sccc12
    -1% | i | -16% | 12% | 0% | 2% | 15% | 22% | 22%
COc1ccc(NC(=O)N2CCNC(=O)C2CC(=O)Nc2ccc(F)cc2)cc1 (stereo unspecified)
    ? | 4% | -8% | -9% | 2% | 9% | -9% | 24% | 24%
COc1ccc(S(=O)(=O)Nc2cccc(-c3ccc(N4CCCCC4)nn3)c2)cc1F
    -14% | -5% | -17% | 27% | -2% | -1% | 20%[57.1 µM] | 8%[57 µM] | -25%
Oc1ccccc1C1Nc2cccc3cccc(c23)N1
    0% | -8% | -19%[11.4 µM] | 1% | -4% | 8% | -39% | ? | -5%[11.4 µM]
COc1ccc(N=Nc2ccc3ccccc3c2)c(O)c1
    19% | -9% | 10µM* | 3% | -4% | 2% | 8% | 3.2µM* | 10%
Cc1ccc(-c2nnc(Nc3ccc(F)cc3)c3ccccc23)cc1S(=O)(=O)NC(C)C
    -10% | -10% | 0% | 15% | -3% | 19% | 15% | 39%[activator] | -1%
COc1cc2nc3occc3c(OC)c2cc1OC
    5% | -7% | -9% | 0% | -5% | -13% | -8% | 38%[activator] | 2%
O=C(O)C(Cc1c[nH]c2ccccc12)N1C(=O)C2C3c4ccccc4C(c4ccccc43)C2C1=O (stereo unspecified)
    ? | -11% | -11% | 0% | 3% | 19% | 24%[57.1 µM] | 18% | 7%

# 9 structures already listed, sorted by molecular weight, largest number first.
# Every second line gives: ALOX12 inh | PGK inhibitor | JMJD2A Tudor | Pin1 inhibitor | ERG-DNA inh | GLS inhibitor | TrxR1 inh | HP1b chromo inh | RGS4 inh
O=C(O)C(Cc1c[nH]c2ccccc12)N1C(=O)C2C3c4ccccc4C(c4ccccc43)C2C1=O (stereo unspecified)
    ? | -11% | -11% | 0% | 3% | 19% | 24%[57.1 µM] | 18% | 7%
Cc1ccc(-c2nnc(Nc3ccc(F)cc3)c3ccccc23)cc1S(=O)(=O)NC(C)C
    -10% | -10% | 0% | 15% | -3% | 19% | 15% | 39%[activator] | -1%
COc1ccc(S(=O)(=O)Nc2cccc(-c3ccc(N4CCCCC4)nn3)c2)cc1F
    -14% | -5% | -17% | 27% | -2% | -1% | 20%[57.1 µM] | 8%[57 µM] | -25%
O=S(=O)(c1ccccc1)c1nnn2c1nc(NCc1ccc(F)cc1)c1sccc12
    -1% | i | -16% | 12% | 0% | 2% | 15% | 22% | 22%
COc1ccc(NC(=O)N2CCNC(=O)C2CC(=O)Nc2ccc(F)cc2)cc1 (stereo unspecified)
    ? | 4% | -8% | -9% | 2% | 9% | -9% | 24% | 24%
CC1CCC(NC(=O)CN(C)S(=O)(=O)c2ccc3c(c2)CCC(=O)N3)CC1 (stereo unspecified)
    0% | -9% | -14% | 3% | -3% | -11% | 12% | 29% | -7%
COc1ccc(N=Nc2ccc3ccccc3c2)c(O)c1
    19% | -9% | 10µM* | 3% | -4% | 2% | 8% | 3.2µM* | 10%
C[C@@H]1C2CC(C/C2=N\NC(=O)c2ccncc2)C1(C)C (stereo partly specified)
    10% | i | 16% | 2% | -2% | 10% | 29% | 26% | 32%
COc1cc2nc3occc3c(OC)c2cc1OC
    5% | -7% | -9% | 0% | -5% | -13% | -8% | 38%[activator] | 2%
